High-throughput results from PubChem.
Nrf2 inh – Nrf2 pathway inhibition. A549 ARE-Fluc reporter, luciferase luminescence, 18-24 h. AID 504444. 360,000 tested, 2.1% active. Potency, µM (doses to about 46 µM), for inactives: at the highest dose activity change, negative = inhibition, most hits filed as inhibitors; also: % is scaled to controls: 0 for no effect and ±100 for the full control effect; nearly all actives have a fitted effect of over 60% in size
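Two sequential reads on A549 ARE_Fluc cells exposed to compound for 18-24 h: a CellTiter-Fluor fluorescence read for viability, then a luciferase luminescence read for Nrf2/ARE activity.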
TGFb SMAD3 inh – inhibitors of TGF-b signaling; HepG2 CAGA-GFP TGF-b/SMAD3 reporter, GFP fluorescence, 18 h; TGF-beta stimulated, 500 pg/mL final; Potency, µM (doses to about 46.1 µM), inactives show at the top dose activity, negative = inhibition, usual class: inhibitors; 410,000 tested, 1.2% active; AID 588855; also: % is scaled to controls: 0 for no effect and ±100 for the full control effect; nearly all actives have a fitted effect of over 65% in size
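Using HEPG2 CAGA-GFP reporter cells at 1000 cells/well, we pinned test compounds, stimulated with recombinant TGF-beta (500 pg/mL final) and measured total well GFP after 18 h.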
A549 viability – counter-screen for Nrf2 inhibitors: cytotoxicity in A549 cells; AID 504648; A549 ARE-Fluc cells, CellTiter-Fluor viability, 18-24 h; 390,000 tested, 0.16% active; Potency, µM (titrated, usually from 46 µM), inactives show at the top dose activity change, negative = cytotoxicity, most hits filed as inhibitors; also: % is scaled to controls: 0 for no effect and ±100 for the full control effect
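A549 ARE_Fluc cells in 5% FBS OPTI-MEM were exposed to compounds in concentration-response for 18-24 h at 37 deg C. Viability was read by CellTiter-Fluor fluorescence (Ex 405/Em 525) after 30 min, before the luciferase read.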
Nrf2 ARE act – Nrf2 pathway activation. Potency, µM (doses to about 46.1 µM), inactives show at the top dose activation, usual class: activators. AREc32 ARE-luciferase reporter (MCF7-derived line), luminescence, 24 h. 410,000 tested, 0.31% active; also: % of control where 0% means no effect; nearly all actives have a fitted effect of over 65% in size
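AREc32_Fluc, 1000 cells/well, OPTI-MEM + 5% FBS, o/n 37 deg C 5% CO2; 23 nL cpd by pin tool, 24 hr; Steady-Glo 30 min RT, luminescence.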
S2 tox – reduces viability in counter-screen for ATXN expression inhibitors; S2 cells (HEK-293 line with an ATXN2-luciferase reporter) viability, CellTiter-Fluor protease fluorescence, 24 h; 400,000 tested, 0.49% active; Potency, µM (titrated, usually from 56.7 µM), actives largely listed as cytotoxic; also: nearly all actives have a fitted effect of over 40% in size
HepG2 viability – HepG2 cytotoxicity, counter-screen for TGF-b inhibitors; 410,000 tested, 0.76% active; Potency, µM (series often up to 46.1 µM), without a hit: at the top dose activity change, negative = cytotoxicity, usual class: cytotoxic; AID 588856; HepG2 CAGA-GFP viability, ATP luminescence, 18 h; also: some results filed as inactive show a strong effect at the top dose
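HepG2 CAGA-GFP cells (1000/well, DMEM with 1% FBS) received compound, then TGF-beta at 500 pg/mL final, and were incubated 18 hours at 37 degrees C. Viability was read by CellTiter-Glo luminescence. Media-only wells were set as complete cell-killing and DMSO as no toxicity.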
ATXN2 expr inh – reduces ATXN2 reporter expression in HEK-293 cells; 360,000 tested, 0.72% active; Potency, µM (titrated, usually from 57 µM), without a hit: at the highest dose activity change, negative = inhibition, hits mostly inhibitors; HEK-293 ATXN2-luciferase reporter, luminescence, 24 h; AID 1745845; also: % is scaled to controls: 0 for no effect and ±100 for the full control effect; nearly all actives have a fitted effect of over 55% in size
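qHTS (up to 57 uM final) was run with 24 h compound exposure of reporter cells at 37 °C. Each well was multiplexed: SteadyGlo luminescence measured ATXN2-luciferase expression after a fluorogenic Gly-Phe-AFC viability readout (25 uM final).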
MCF10A rerep – induces DNA re-replication in MCF 10a normal breast cells. AID 624296. 350,000 tested, 2.9% active. Potency, µM (top dose mostly 46.1 µM), inactives show at the highest dose activity, positive = re-replication, most hits filed as activators. MCF 10A DNA re-replication, Hoechst nuclear intensity, 48 h; also: % of control where 0% means no effect; nearly all actives have a fitted effect of over 50% in size
EPAC2 antag – antagonists of human EPAC2. 360,000 tested, 0.18% active. Q8WZA2. Potency, µM (top dose mostly 114 µM), for inactives: top-dose activity, negative = inhibition, actives largely listed as inhibitors. EPAC2 GEF exchange of Rap1B-BODIPY-GDP, fluorescence; also: % is scaled to controls: 0 for no effect and ±100 for the full control effect; nearly all actives have a fitted effect of over 45% in size; many of its hits are not listed in these tables
Target sequence (Q8WZA2 whole entry, looked up): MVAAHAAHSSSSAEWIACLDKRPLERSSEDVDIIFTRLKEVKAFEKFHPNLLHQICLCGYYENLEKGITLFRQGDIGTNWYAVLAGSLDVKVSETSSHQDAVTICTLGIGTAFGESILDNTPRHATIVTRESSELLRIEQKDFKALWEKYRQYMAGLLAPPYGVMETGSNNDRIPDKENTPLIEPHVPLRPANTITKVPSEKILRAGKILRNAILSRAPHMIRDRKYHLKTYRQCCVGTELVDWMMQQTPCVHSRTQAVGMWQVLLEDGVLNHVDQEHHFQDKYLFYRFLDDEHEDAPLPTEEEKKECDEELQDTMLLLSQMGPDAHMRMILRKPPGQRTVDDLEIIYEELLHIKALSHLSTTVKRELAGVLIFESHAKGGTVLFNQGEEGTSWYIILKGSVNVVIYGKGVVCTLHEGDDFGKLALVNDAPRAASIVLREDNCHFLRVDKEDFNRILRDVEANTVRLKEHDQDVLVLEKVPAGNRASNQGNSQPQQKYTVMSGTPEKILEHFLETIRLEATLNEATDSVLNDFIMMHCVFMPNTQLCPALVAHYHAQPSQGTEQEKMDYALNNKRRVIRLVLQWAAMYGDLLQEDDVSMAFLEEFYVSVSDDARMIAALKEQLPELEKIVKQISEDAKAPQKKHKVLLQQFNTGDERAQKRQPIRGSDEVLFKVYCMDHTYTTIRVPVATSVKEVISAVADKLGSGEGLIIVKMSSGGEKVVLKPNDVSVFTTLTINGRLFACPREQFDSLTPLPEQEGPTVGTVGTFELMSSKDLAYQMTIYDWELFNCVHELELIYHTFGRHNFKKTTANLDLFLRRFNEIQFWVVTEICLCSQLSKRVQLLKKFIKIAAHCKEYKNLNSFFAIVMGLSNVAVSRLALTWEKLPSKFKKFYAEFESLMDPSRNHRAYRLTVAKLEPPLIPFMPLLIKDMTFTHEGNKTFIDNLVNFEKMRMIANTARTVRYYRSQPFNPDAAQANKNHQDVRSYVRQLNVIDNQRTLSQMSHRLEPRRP
* marks the source's active call; other numbers are inactive results; i = inactive; ? = inconclusive; nt = no result given; [ ] = dose if it differs, or a comment. Calls follow the shape of the dose curve; as a rule, active = well fitted curve in the direction sought with a large enough effect; inconclusive = small, poorly fitted or top-dose-only effect, or another doubt; inactive = no such curve, though single readings can be large; an effect the other way counts as inactive or inconclusive. Potency is read from the fitted curve at half-maximal effect.

The first 4 records (preview)
SMILES	Nrf2 inh	TGFb SMAD3 inh	A549 viability	Nrf2 ARE act	S2 tox	HepG2 viability	ATXN2 expr inh	MCF10A rerep	EPAC2 antag
CC(=O)c1ccc(Nc2nc(C(N)c3ccccc3)cs2)cc1 (configuration not stated)	nt	-0.8%	nt	7.9%	i	-17.4%	16.5%	nt	5.5%
O=C(C[n+]1ccccc1)N/N=C/c1ccc(O)cc1	-2.2%	9.7%	-0.2%	-0.4%	i	8.9%	-20.8%	-30.4%[inhibitor]	0.6%
COc1ccccc1C(c1nnnn1C(C)C)N1CCN(C(=O)c2ccco2)CC1 (configuration not stated)	-7.1%	12.7%	2.4%	-0.4%	i	6.5%	-3.7%	-30.9%[inhibitor]	9.8%
CCC1(C(=O)c2ccc(Cl)cc2)C2c3ccccc3OC(=O)C21C(=O)Nc1ccccc1 (configuration not stated)	-5.1%	-6.9%	3.8%	0.3%	i	-20.8%	-17.3%	?	-15.2%

Main list, from the first entry:
SMILES	Nrf2 inh	TGFb SMAD3 inh	A549 viability	Nrf2 ARE act	S2 tox	HepG2 viability	ATXN2 expr inh	MCF10A rerep	EPAC2 antag
CC(=O)c1ccc(Nc2nc(C(N)c3ccccc3)cs2)cc1 (configuration not stated)	nt	-0.8%	nt	7.9%	i	-17.4%	16.5%	nt	5.5%
O=C(C[n+]1ccccc1)N/N=C/c1ccc(O)cc1	-2.2%	9.7%	-0.2%	-0.4%	i	8.9%	-20.8%	-30.4%[inhibitor]	0.6%
COc1ccccc1C(c1nnnn1C(C)C)N1CCN(C(=O)c2ccco2)CC1 (configuration not stated)	-7.1%	12.7%	2.4%	-0.4%	i	6.5%	-3.7%	-30.9%[inhibitor]	9.8%
CCC1(C(=O)c2ccc(Cl)cc2)C2c3ccccc3OC(=O)C21C(=O)Nc1ccccc1 (configuration not stated)	-5.1%	-6.9%	3.8%	0.3%	i	-20.8%	-17.3%	?	-15.2%
Cc1cc2c(N3CCCCC3C)ncnc2s1 (configuration not stated)	20.6µM*	13.4%	-13.5%	2.3%	i	-1.2%	-14.7%	7.7%	0.4%
O=C(NCc1ccco1)c1ccc([N+](=O)[O-])cc1Cl	-5.7%	-7.1%	-1.5%	0.0%	i	0.7%	nt	0.1%	-16.3%
COc1ccc(/C=C2/SC(=O)N(CC(O)Cn3c4ccccc4c4ccccc43)C2=O)cc1 (configuration not stated)	2.5%	10.9%	-1.3%	-0.3%	i	-3.1%	-0.3%	6.1%	4.5%
CC1CCCCN1S(=O)(=O)c1ccc(NC(=O)c2cccc(-n3cnnn3)c2)cc1 (configuration not stated)	?	0.0%	-5.3%	0.6%	?	-32.2%	-21.2%	1.9%	-2.1%
COc1cc2oc(=O)cc(-c3ccc(-c4ccc(C#N)cc4)cc3)c2c(OC)c1OC	-24.7%	?	-0.1%	-0.1%	i	-33.8%	-5.7%	23.3%	-5.7%
CCC1C(=O)N=C(SCC(=O)NC2CCCCC2)NC1=O (configuration not stated)	6.8%	-4.4%	1.9%	0.1%	i	-8.1%	nt	4.1%	2.6%
CC(=O)NCCC(=O)Nc1cc(S(=O)(=O)N2CCCCC2)ccc1Oc1ccccc1	-6.3%	?	7.1%	1.5%	i	-17.0%	0.5%	-8.8%	9.2%
CCC1CCc2c(sc(NC(=O)c3cccnc3)c2C(N)=O)C1 (configuration not stated)	-11.3%	-12.1%	3.2%	0.4%	i	-16.7%	-14.2%	?	-13.6%
Cc1c(Br)c(C(F)(F)F)nn1CC(=O)NCc1ccccc1	1.0%	-1.1%	?	0.1%	i	5.1%	4.2%	8.1%	2.6%
CCOc1ccccc1NC(=O)C(CC(C)C)NC(=O)C1CCCCC1 (configuration not stated)	-10.4%	0.4%	-1.2%	-0.5%	i	-14.6%	-12.4%	?	6.5%
COc1ccc(N(C)C(=O)c2cn(C3CCCCC3)c(=O)c3c2c2ccccc2n3C)cc1	?	?	?	-1.0%	nt	-24.8%	nt	nt	nt
Cc1ccc(CNC(=O)c2csc3c2CCCCC3)cc1	-19.9%	-4.1%	-5.9%	0.1%	i	-35.7%	-8.0%	?	0.0%
COc1ccc(C)cc1S(=O)(=O)N(CC(=O)N1CCOCC1)c1cc(C)cc(C)c1	1.8%	21.0%	-9.3%	-0.1%	i	10.3%	1.1%	7.6%	3.0%
Cc1ccc(OCc2ccc(C(=O)NN)o2)cc1C	?	25.5%	1.8%	-0.2%	i	41.7%	nt	-0.1%	-2.4%
Cc1cccc(Cn2c(=O)n(Cc3ccccc3)c(=O)c3c2c2cc(C)ccc2n3C)c1	?	-0.6%	0.6%	0.4%	i	5.9%	13.0%	nt	nt
COc1cccc(C(=O)Nc2ccc(C(=O)c3ccccc3)cc2)c1	?	-9.0%	-7.4%	7.1%	?	-20.2%	nt	9.8%	-1.6%
OCC1CCCCN1C(=S)Nc1ccc(Cl)cc1Cl (configuration not stated)	-1.1%	-29.5%	1.8%	3.1%	i	-69.2%	-2.1%	0.82µM*	-15.4%
COc1ccc(-c2cc(C(=O)N3CCN(c4ncccn4)CC3)c3ccccc3n2)cc1OC	-23.3%	-5.0%	-13.3%	-0.8%	?	-26.7%	-23.8%	29.4%	5.7%
O=[N+]([O-])c1cccnc1N1CCC(c2cc(-c3cccc(C(F)(F)F)c3)n[nH]2)CC1	20.6µM*	-16.8%	?	-0.7%	i	-96.9%	-27.4%	?	-24.6%
CN1CCN(CCc2nc3cc(NC(=O)COc4ccccc4)ccc3n2C)CC1	3.3%	0.0%	0.1%	-0.5%	i	-0.8%	-2.1%	?	11.3%
COc1ccc(C)cc1NC(=O)CNC(c1ccccc1)c1ccc(C)cc1 (configuration not stated)	6.7%	?	-18.4%	0.4%	i	-11.4%	0.2%	?	-11.7%

Reprinted from the entries so far (two entries):
SMILES	Nrf2 inh	TGFb SMAD3 inh	A549 viability	Nrf2 ARE act	S2 tox	HepG2 viability	ATXN2 expr inh	MCF10A rerep	EPAC2 antag
CN1CCN(CCc2nc3cc(NC(=O)COc4ccccc4)ccc3n2C)CC1	3.3%	0.0%	0.1%	-0.5%	i	-0.8%	-2.1%	?	11.3%
COc1ccc(C)cc1NC(=O)CNC(c1ccccc1)c1ccc(C)cc1 (configuration not stated)	6.7%	?	-18.4%	0.4%	i	-11.4%	0.2%	?	-11.7%

Next compounds
SMILES	Nrf2 inh	TGFb SMAD3 inh	A549 viability	Nrf2 ARE act	S2 tox	HepG2 viability	ATXN2 expr inh	MCF10A rerep	EPAC2 antag
CC1=C(C(=O)Nc2ccccc2)C(c2ccccn2)n2nc(SCc3ccccc3)nc2N1 (configuration not stated)	-13.2%[9.27 µM]	0.0%	4.5%	-1.2%	i	3.0%	1.9%	nt	nt
O=C(NCc1ccccc1)C(Cc1ccccc1)N1C(=O)C2C3CCC(C3)C2C1=O (configuration not stated)	9.0%	-3.3%	-9.5%	-0.4%	i	-18.1%	2.2%	4.6%	16.0%
CCCn1c(=O)c2c(nc3n2CCCN3Cc2ccccc2)n(C)c1=O	?	1.1%	?	0.4%	i	-1.5%	-22.2%	9.5%	-3.0%
O=C(C1CCC(=O)N(C2CC2)C1)N1CCC(Oc2cccc(F)c2)CC1 (configuration not stated)	8.5%	-3.8%	5.0%	-0.1%	i	2.7%	-15.9%	-3.4%	-16.4%
COc1ccc(-c2nnc(SCC(=O)Nc3ccc(C)cc3)n2C)cc1	14.6%	-8.1%	2.4%	0.2%	i	-0.3%	-13.5%	-7.6%	-2.6%
COC(=O)CCCNC(=O)c1ccc(OS(=O)(=O)c2cc([N+](=O)[O-])ccc2C)cc1	-9.7%	9.4%	-6.9%	0.4%	i	-0.5%	12.8%	?	13.4%
CCOC(=O)c1cnc2ccccc2c1Nc1cccc(OC)c1	nt	-13.5%	-5.3%	1.2%	?	-10.8%	-30.6%	nt	nt
CC(=O)N1CCN2C(=O)C1CCCC(=O)c1cc(C3CCCCC3)ccc12 (configuration not stated)	4.0%	6.1%	2.4%	-0.2%	i	-1.3%	-13.1%	5.1%	-2.4%
COc1ccc(C(=O)C2CCCN(Cc3cc(Cl)ccc3O)C2)c(OC)c1 (configuration not stated)	-16.5%	?	-8.8%	-0.6%	?	-30.3%	-38.0%	17.3%	-10.1%
COCCNc1c(-c2ccc(OC)c(OC)c2)nc2ccc(Cl)cn12	-11.7%	-13.3%	2.2%	19.0%	i	-7.5%	-10.9%	?	-13.3%
Oc1ccc(C[C@H]2CNC(=S)N2C[C@H]2CCCN2C[C@H](Cc2ccccc2)N2C[C@H](Cc3ccc(O)cc3)N(CC3CCCCCC3)C2=S)cc1	nt	7.08µM*	nt	-2.9%	20µM*	-111.9%	0.0%	nt	2.8%
Cc1nonc1NC(=O)CSc1nc(C2CCCCC2)nc2ccccc12	?	0.0%	-16.5%	?	i	-22.5%	-30.2%	?	-1.2%
COc1cc(Cl)ccc1OCc1cc(C(=O)N(C)Cc2nnc(C)o2)no1	?	-21.7%	2.3%	2.5%	i	-5.2%	30.8%[activator]	-3.1%	1.2%
Cc1ccc(NS(=O)(=O)c2ccc(-c3ccc(=O)[nH]n3)o2)cc1Cl	?	3.2%	0.0%	0.4%	i	-54.6%	15.8%	5.3%	-2.7%
CC1(C)CC(=O)C=C(Nc2ccc(C(=O)O)cc2)C1	11.1%	-13.7%	0.6%	0.2%	i	-8.6%	-14.4%	-3.3%	-7.7%
COCCNC(=S)N1CCC(NC(=O)Nc2ccc(C)cc2)CC1	-0.6%	-24.0%	0.0%	-0.8%	?	0.2%	nt	-0.5%	10.7%
Cn1c(=O)c2c(nc(NCCc3ccccc3)n2Cc2ccc(Cl)cc2)n(C)c1=O	?	?	-4.4%	1.0%	i	-39.7%	-32.3%	nt	nt
O=C(c1cccc([N+](=O)[O-])c1)N1CCCC(C(=O)N2CCN(c3ccccc3)CC2)C1 (configuration not stated)	0.5%	-11.1%	1.0%	-0.1%	?	-8.4%	-2.5%	-1.5%	6.9%
CCc1nnc(NC(=O)C2CCCN2C(=O)Nc2ccc(Cl)cc2)s1 (configuration not stated)	5.9%	13.2%	3.9%	-0.6%	i	5.4%	-0.3%	-26.4%	-0.4%

This is a subset; rates above refer to the full screens.
